DT40 TDP1 CPT: growth inhibition of DT40 Tdp1-/-;hTDP1 cells with camptothecin (screen for TDP1 inhibitors); Potency, µM (series often up to 46.2 µM), without a hit: at the top dose activity change, negative = growth inhibition, actives largely listed as inhibitors; chicken DT40 Tdp1-/-;hTDP1 cells + 20 nM CPT, ATP luminescence, 48 h; 12% of 420,000 active; also: nearly all actives have a fitted effect of over 55% in size
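Chicken DT40 Tdp1-/- cells stably complemented with human TDP1 were seeded at 400 cells/well in medium containing 20 nM camptothecin, exposed to pin-transferred compounds, and grown at 37 °C for at least 48 hr. Viability was read as ATP luminescence.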
TDP1 block: blocks human tyrosyl-DNA phosphodiesterase 1; recombinant TDP1, AlphaScreen DNA substrate cleavage; Q9NUW8; Potency, µM (titrated, usually from 130 µM), inactives show at the top dose activity change, negative = inhibition, actives largely listed as inhibitors; 0.28% of 350,000 active; AID 485290; also: nearly all actives have a fitted effect of over 40% in size
Target sequence (Q9NUW8 whole entry, looked up): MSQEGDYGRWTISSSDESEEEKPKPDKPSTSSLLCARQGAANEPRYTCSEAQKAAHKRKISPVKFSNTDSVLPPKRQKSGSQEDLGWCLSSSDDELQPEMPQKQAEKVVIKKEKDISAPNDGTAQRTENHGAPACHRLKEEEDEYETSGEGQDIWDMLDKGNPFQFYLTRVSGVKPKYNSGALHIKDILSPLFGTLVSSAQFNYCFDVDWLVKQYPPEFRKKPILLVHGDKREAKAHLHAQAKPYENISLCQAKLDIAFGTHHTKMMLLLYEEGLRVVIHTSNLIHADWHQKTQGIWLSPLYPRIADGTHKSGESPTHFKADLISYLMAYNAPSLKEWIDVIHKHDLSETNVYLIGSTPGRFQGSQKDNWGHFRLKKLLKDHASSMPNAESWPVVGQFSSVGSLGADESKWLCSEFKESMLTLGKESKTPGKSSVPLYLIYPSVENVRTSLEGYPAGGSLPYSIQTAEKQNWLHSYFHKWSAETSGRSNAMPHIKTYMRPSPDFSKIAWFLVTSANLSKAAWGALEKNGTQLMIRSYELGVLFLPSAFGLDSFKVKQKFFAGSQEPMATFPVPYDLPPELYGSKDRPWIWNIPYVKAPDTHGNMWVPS
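Signal: AlphaScreen proximity between streptavidin donor and anti-FITC acceptor beads on intact substrate. Reaction: Tdp1 1 nM, substrate 15 nM final, 5 min RT after 15 min compound preincubation.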
DT40 TDP1 no CPT: qHTS for Inhibitors of human tyrosyl-DNA phosphodiesterase 1 (TDP1): qHTS in cells in absence of CPT; 15% of 420,000 active; AID 686978, 2013; Potency, µM (series often up to 46.2 µM), for inactives: at the top dose activity change, negative = growth inhibition, usual class: inhibitors; DT40 Tdp1-/- hTDP1 cells, no CPT, ATP luminescence, 48 h; also: nearly all actives have a fitted effect of over 55% in size
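Readout: luminescence from CellTiter-Glo after 30 min in the dark at RT. Cells: DT40 Tdp1-/- with stable hTDP1, 400/well. Exposure: compounds alone, ≥48 hr, 37 °C.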
* = called active by the depositor; ? = inconclusive; / = no result given; & = joins results of further samples; [ ] = dose if it differs, or a comment. Calls follow the shape of the dose curve; as a rule, active = well fitted curve in the direction sought with a large enough effect; inconclusive = small, poorly fitted or top-dose-only effect, or another doubt; inactive = no such curve, though single readings can be large; an effect the other way counts as inactive or inconclusive. % is scaled to controls: 0 for no effect and ±100 for the full control effect; potency is read from the fitted curve at half-maximal effect.

SMILES	DT40 TDP1 CPT	TDP1 block	DT40 TDP1 no CPT
NNC(=O)CSc1ncc(-c2ccccc2)[nH]1	0%	3%	15%
O=C(Cn1cc(C(F)(F)F)ccc1=O)N/N=C/c1ccccc1	2%	3%	-1%
CCCCCOC(=O)CSc1nc2sc3c(c2c(=O)n1-c1ccccc1)CC(C)(CC)OC3 (stereo not given)	?	3%[12.3 µM]	?
CC(C)c1ccc(C2=NN(c3ccccc3)C(=O)CC2)cc1	?	-4%	?
CC(C)(C)NC(=O)c1ccc(COCC(F)(F)F)o1	0%	4%	-10%
CC(=O)N/C(=C/c1ccc(Cl)cc1)C(=O)NCCc1c[nH]c2ccccc12	-14%	1%	-28%
CCc1nc2cc3sc(CC)nc3cc2s1	-24%	5%	-25%
CN(C1CCCCC1)S(=O)(=O)c1ccc(=S)[nH]c1	?	3%	?
Cc1nc2sccn2c1-c1csc(NCc2ccccc2)n1	16µM*	11%	13µM*
COc1ccc(CNC(=O)C2CCN(C(=O)c3cccc(Cl)c3)CC2)cc1	-19%	3%[56.1 µM]	-25%
CC(C)NC(=O)C1CCCN(c2ncnc3c2nc2n3CCCCC2)C1 (stereo not given)	?	-1%	?
CCN1C(=O)[C@H]2[C@@H](c3ccc(-c4ccc5c(c4)OCO5)c(OC)c3)N[C@@](C)(C(=O)OC)[C@H]2C1=O	?	1%	?
COC(=O)c1ccc(N2NC(=O)/C(=C/c3cc(OC)c(OC)c(OC)c3)C2=O)cc1	-14%	/	2%
O=S(=O)(Nc1ccc(Cl)cn1)c1ccc2c(c1)OCCO2	-10%	3%	-17%
CCOC(=O)C1C(=O)CC(C)(O)C(C(=O)OCC)C1c1ccccc1OC (stereo not given)	1%	4%	-10%
O=[N+]([O-])c1cc(C(F)(F)F)ccc1N1CCN(S(=O)(=O)c2ccc3ccccc3c2)CC1	?	6%	?
Cc1ccc(C)c2sc(NC(=O)c3nc4ccccc4s3)nc12	?	3%	?
Cc1c(Cl)ccc2c(C(=O)O)cc(-c3ccccc3)nc12	2%	-7%	16%
O=C(CN1CCOCC1)NNC(=O)c1ccc([N+](=O)[O-])cc1	3%	4%	-5%
CNc1ncnc2ccc(-c3ccc4c(c3)OCO4)cc12	23µM*	/	18µM*

Reprinted from the part before: seven entries, then new ones.
SMILES	DT40 TDP1 CPT	TDP1 block	DT40 TDP1 no CPT
O=S(=O)(Nc1ccc(Cl)cn1)c1ccc2c(c1)OCCO2	-10%	3%	-17%
CCOC(=O)C1C(=O)CC(C)(O)C(C(=O)OCC)C1c1ccccc1OC (stereo not given)	1%	4%	-10%
O=[N+]([O-])c1cc(C(F)(F)F)ccc1N1CCN(S(=O)(=O)c2ccc3ccccc3c2)CC1	?	6%	?
Cc1ccc(C)c2sc(NC(=O)c3nc4ccccc4s3)nc12	?	3%	?
Cc1c(Cl)ccc2c(C(=O)O)cc(-c3ccccc3)nc12	2%	-7%	16%
O=C(CN1CCOCC1)NNC(=O)c1ccc([N+](=O)[O-])cc1	3%	4%	-5%
CNc1ncnc2ccc(-c3ccc4c(c3)OCO4)cc12	23µM*	/	18µM*
Cc1c(-c2cccc(Cl)c2)nc2ccccc2c1C(=O)OCC(=O)Nc1ccc2c(c1)OCO2	?	2%	?
Cc1c(CC(=O)NCc2ccccc2Cl)c(=O)oc2cc(O)ccc12	?	2%	-27%
O=C(Nc1cc([N+](=O)[O-])ccc1C(=O)NCCN1CCOCC1)c1ccccc1	-13%	5%	-19%
CCc1ccc(NC(=O)Nc2cc(C(=O)NCC3CCCO3)ccc2N2CC3CC(C2)c2cccc(=O)n2C3)cc1 (stereo not given)	-15%	2%	17%
COc1ccc(NC2CCCN(C(=O)C3(C)CCCCC3)C2)cc1OC (stereo not given)	?	6%	?
COc1ccc(CCn2c(=O)c3cccnc3n(CC(=O)Nc3c(C)cc(C)cc3C)c2=O)cc1OC	-19%	-3%	?
O=C1C(=O)N(CCN2CCOCC2)C(c2ccccn2)/C1=C(/O)c1ccc(Cl)cc1 (stereo not given)	-3%	6%	-3%
Cc1nonc1OCCNc1ccc([N+](=O)[O-])cc1[N+](=O)[O-]	10%	5%	?
COc1ccc(Cl)cc1NC(=O)CN(C)C(=O)c1cn(-c2ccccc2)nc1-c1cccs1	?	/	?
Cc1cc(N2CCCCC2)nc(SCC(=O)c2ccccc2)n1	?	6%	12µM*
Cc1cc(C)c2nc(N3CCC(C(=O)NCc4cccnc4)CC3)sc2c1	-10%	4%	7%
CCOC(=O)C(CCSC)Nc1nc(Cl)nc(Nc2ccc(Cl)cc2)n1 (stereo not given)	-4%	/	?
CCCN1CCN(CCCNC(=O)c2ccc3nc(Cc4ccccc4)oc3c2)CC1	?	2%	-27%
C=CC[C@@H](Cc1ccc(F)cc1)C(=O)OC[C@H]1CCCN1C(=O)[C@@H](CC=C)CC(=O)N(CCO)Cc1ccccc1	15µM*	1%	13µM*
COc1cccc(CN(C)CC(=O)Nc2cccc3ccccc23)c1	-25%	-7%	-27%
CCCN1CC(O)=C(C#N)C1=O	7%	6%	15%
COc1cccc(C(=O)Nc2nc(-c3nnn(-c4cc(C)ccc4C)c3C)ns2)c1	?	5%	-22%
Cc1ccc(Cl)cc1N1CCN(S(=O)(=O)c2c(C(=O)N3CCOCC3)c(C)n(C)c2C)CC1	?	7%	?
COc1ccc(-c2nc3sc(CCNC(=O)C(=O)Nc4c(C)cccc4C)c(C)n3n2)cc1	-6%	-8%	-13%
N#Cc1c(-c2cccc([N+](=O)[O-])c2)nc2n(c1=O)CCS2	7%	/	-3%
CCc1ccc(C(=O)NNc2ccc(F)cc2)cc1	-4%	9%	?
CCc1ccc(-c2cc(C(=O)NCc3ccco3)c3ccccc3n2)s1	?	/	?
CSc1cccc(CNC(=O)C2CCC(=O)N(CCc3ccccc3)C2)c1 (stereo not given)	?	/	?
Cc1c(-c2cccc(Cl)c2)nc2ccccc2c1C(=O)NC1CC1	?	4%	-6%
CCOc1c(OC)ccc2c3c(c(=O)oc12)CCCC3	-25%	-12%	?
COCCn1c(SCC(=O)Nc2ccc(F)cc2)nc2c([nH]c3ccccc32)c1=O	3%	-3%	-2%
Cc1ccc(/C=C2\Sc3ccccc3C2=O)s1	?	11%	?
CC(=O)Nc1ccc(NC(=O)CC(NC(=O)c2ccccc2)c2ccccc2)cc1 (stereo not given)	-16%	/	22%
COc1ccc(C(=O)NCC2CCCO2)cc1S(=O)(=O)N1CCCc2ccccc21 (stereo not given)	1%	0%	-22%
COc1cc(C2CC(=O)C3=C(C2)Nc2ncnn2C3c2cccs2)cc(OC)c1OC (stereo not given)	-1%	2%	0%
C/C=C(\C)CN1CCN(c2ccc(C)cc2)CC1	2%	0%	-28%
CCS(=O)(=O)c1ncc(Cl)c(C(=O)Nc2ccc(C)cc2)n1	1.6µM*	2%	1.8µM*
O=C(COC(=O)/C=C/c1ccccc1[N+](=O)[O-])NC1CC1	?	1%	21µM*
COc1cc(S(=O)(=O)N2CCN(C(=O)C3CC3)CC2)ccc1NC(C)=O	-6%	-1%	20%
COc1cccc(N(CC(=O)Nc2ccccc2C(=O)N2CCCC2)S(C)(=O)=O)c1	2%	/	-6%
CCSc1nc(N2CCOCC2)c2c(c1C#N)CCCC2	-1%	-3%	-20%
CCN1CCN(C(=S)NC(C)c2ccccc2)CC1 (stereo not given)	-23%	3%	-22%
CCOC(=O)N1CCN(C(=O)c2ccccc2NC(=O)c2ccc(F)cc2)CC1	-1%	3%	9%
COc1ccc(-c2nnc(NC(=O)Cc3ccccc3)o2)cc1	?	0%	?
COc1ccc(/C=C/C(=O)Nc2ccccc2)cc1OC	1%	-3%	12%
O=C(NCCN1CCOCC1)c1cc(-c2ccccc2)on1	?	5%	?
Cc1onc(-c2c(Cl)cccc2Cl)c1C(=O)N1CCN(c2ccc(F)cc2)CC1	?	8%	?
Cc1cc(-c2n[nH]c(=S)n2/N=C/c2cccc([N+](=O)[O-])c2)n[nH]1	13%	3%	1%
COc1ccc(-c2noc(CSc3nnc(-c4ccncc4)n3-c3ccc(C)cc3)n2)cc1OC	16µM*	5%	-51%
CN(C)c1ccc(CC(=O)c2nc3ccccc3s2)cc1	16µM*	-1%	?
Cc1c(C(=O)N2CCN(c3ccccn3)CC2)oc2c1C(=O)CC(C)(C)C2	?	3%	?
CCNS(=O)(=O)c1ccc(CCC(=O)Nc2ccc3c(c2)OCO3)cc1	1%	4%	-1%
NC(=O)CN1C(=O)NC2(CCCc3sccc32)C1=O (stereo not given)	8%	/	-16%
COC(=O)c1ccccc1NC(=O)COC(=O)[C@H](C)NC(N)=O	3%	0%	5%
Cc1ccc(C)c(NC(=O)C2CC3c4ccccc4C2c2ccccc23)c1 (stereo not given)	-22%	5%	?
Clc1ccc2scc(CN3CCCCC3)c2c1	7%	-3%	-18%
O=C(Nc1ccc(Oc2ccccc2)cc1)c1ccc(Cn2c(=O)[nH]c3ccsc3c2=O)cc1	?	3%	?
COc1cc2c(=O)n(CCC(=O)NCC3CCCO3)c(=O)n(CC(=O)Nc3ccccc3C)c2cc1OC (stereo not given)	-27%&-13%	6%	-5%&-4%
Nc1ccc2c(c1)C(O)c1cccc(C(=O)O)c1-2 (stereo not given)	-1%	/	-7%
COc1cc(C(=O)NCc2nnc(SCC(=O)Nc3c(C)cc(C)cc3C)o2)cc(OC)c1OC	1%	0%	1%
Cc1noc(C)c1S(=O)(=O)NCc1ccc2c(c1)OCO2	20%	-2%	-1%
CCCCC[C@H](O)/C=C/[C@@H]1[C@@H](CC(=O)CCCCC(=O)O)[C@@H](O)C[C@H]1O	-2%[4.12 µM]	2%&6%	9%[4.12 µM]
CCn1cc(C(=O)NCCC(C)C)c(=O)c2cc(S(=O)(=O)N3CCCCC3)ccc21	23µM*	2%	?
O=C1CNC(=S)N1CCOc1ccccc1	13%	3%	-19%
C/C=C1\NC(=O)[C@H](CC(N)=O)N(C)C(=O)C([C@@H](C)O)NC(=O)C(CCCc2ccc(OC)cc2)NC(=O)[C@H](C(C)C)NC(=O)/C(=C\C)NC(=O)[C@H](O)[C@@H](C[C@@H](O)CCCCCCC)NC(=O)[C@H](C)NC(=O)CN(C)C(=O)[C@H](CCC(N)=O)NC1=O (stereo not given in full)	7.3µM*	/	8.2µM*

Full records, quoted from the list. Order of screens: DT40 TDP1 CPT | TDP1 block | DT40 TDP1 no CPT
COc1ccc(-c2noc(CSc3nnc(-c4ccncc4)n3-c3ccc(C)cc3)n2)cc1OC in the list: 16µM* | 5% | -51%
COC(=O)c1ccccc1NC(=O)COC(=O)[C@H](C)NC(N)=O in the list: 3% | 0% | 5%
Cc1noc(C)c1S(=O)(=O)NCc1ccc2c(c1)OCO2 in the list: 20% | -2% | -1%
Cc1cc(-c2n[nH]c(=S)n2/N=C/c2cccc([N+](=O)[O-])c2)n[nH]1 in the list: 13% | 3% | 1%

More records:
SMILES	DT40 TDP1 CPT	TDP1 block	DT40 TDP1 no CPT
CCc1nc(SCC(=O)Nc2nnc(CC)s2)c2c(=O)n(C)c(=O)n(C)c2n1	6.5µM*	2%	8.2µM*
CC1=C(C(=O)Nc2cccc(C(F)(F)F)c2)C(c2ccccn2)n2ncnc2N1 (stereo not given)	-19%	1%	-24%
CC(=O)NC1CC2CCCC(C1)N2C(=O)Nc1ccc(Cl)cc1 (stereo not given)	3%	/	-16%
CN(Cc1cn(Cc2cccc(Cl)c2)nn1)C1CN(Cc2cn(Cc3cccc(Cl)c3)nn2)S(=O)(=O)C1 (stereo not given)	?	/	?
CN(Cc1ccc2nsnc2c1)C(=O)C1CCC(=O)N(CCc2ccccc2)C1 (stereo not given)	-13%	/	-11%
COc1ccccc1NS(=O)(=O)c1cccc(NC(=O)NCCCl)c1	21µM*	-1%	?
CN(Cc1ccccc1)c1ncnc2sccc12	?	2%[0.0935 µM]	12µM*
CC(C)(C)C(=O)NC(=S)N1CCc2ccccc21	-6%	7%	-27%

Structures from the list above containing a COOH group:
SMILES	DT40 TDP1 CPT	TDP1 block	DT40 TDP1 no CPT
Cc1c(Cl)ccc2c(C(=O)O)cc(-c3ccccc3)nc12	2%	-7%	16%
Nc1ccc2c(c1)C(O)c1cccc(C(=O)O)c1-2 (stereo not given)	-1%	/	-7%
CCCCC[C@H](O)/C=C/[C@@H]1[C@@H](CC(=O)CCCCC(=O)O)[C@@H](O)C[C@H]1O	-2%[4.12 µM]	2%&6%	9%[4.12 µM]

Source: PubChem BioAssay
